# Bioassay records as filed in PubChem.
# HttQ103 aggreg – mutant huntingtin aggregation inhibition; PC12 HttQ103-GFP aggregates, Acumen cytometry, 40 h; Potency, µM (series often up to 46.1 µM), without a hit: top-dose activity change, negative = inhibition, hits mostly inhibitors; 1.1% of 220,000 active; note: % is set by controls: 0 for no effect and ±100 for the full control effect; nearly all actives have a fitted effect of over 60% in size
#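 Aggregate formation scored by laser-scanning cytometer (488 excitation, 500–530 emission) in lysed PC12 cells expressing Q103-GFP after 100 nM tebufenozide induction; library tested in dose series, with ATPLite reagent added in the multiplex.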
# Tau fibril FP – blocks human tau fibril formation measured by polarization; AID 1468; K18 P301L tau heparin fibrillization, Alexa594 FP, 6 h; 0.39% of 280,000 active; Potency, µM (top dose mostly 57.7 µM), inactives show top-dose activity, negative = inhibition, actives largely listed as inhibitors; P10636; note: % is set by controls: 0 for no effect and ±100 for the full control effect; nearly all actives have a fitted effect of over 55% in size
# Target sequence (P10636 561-689 P618L limits assumed): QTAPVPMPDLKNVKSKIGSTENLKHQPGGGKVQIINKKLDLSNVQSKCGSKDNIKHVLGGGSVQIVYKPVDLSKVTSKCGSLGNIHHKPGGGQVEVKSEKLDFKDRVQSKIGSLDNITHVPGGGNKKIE
#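 K18 P301L tau (15 uM unlabeled/0.24 uM Alexa 594-labeled, final) + compound + heparin 20 uM final; 100 mM NaOAc pH 7; 6 hr 37 C; ThT 30 uM final added, 1 hr RT; FP ex 555/em 632 nm.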
# SMN2 splice up – SMN2 splice variant enhancement | Potency, µM (series often up to 46.1 µM), for the others: at the top dose activity change, positive = activation, hits mostly activators | HEK293 SMN2-luciferase splicing reporter, luminescence, 30-36 h | 2.8% of 210,000 active | AID 1458; note: % of control where 0% means no effect; nearly all actives have a fitted effect of over 55% in size
#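 HEK293 cells carry an SMN2 minigene-luciferase reporter in which exon 7 inclusion puts luciferase in frame. Cells were seeded at 2000 cells/well, attached for 10-12 hours, then exposed to compounds for 30-36 hours at 37C before ONE-Glo luminescence.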
# Tau fluor counter – counter-screen for tau fibril formation inhibitors; tau K18 P301L Alexa594 fluorescence, heparin fibrillization; Potency, µM (titrated, usually from 57.7 µM), for the others: at the top dose activity change, negative = decrease; 0.93% of 280,000 active; AID 1463; note: % is set by controls: 0 for no effect and ±100 for the full control effect; nearly all actives have a fitted effect of over 55% in size
#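 Human tau K18 P301L (15 uM unlabeled, 0.24 uM Alexa 594-labeled) in 100 mM sodium acetate pH 7 with 20 uM heparin, 6 hr at 37 C. ThT 30 uM added, 1 hr ambient; Alexa 594 FP and total fluorescence read at 555/632 nm.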
# JMJD2E inh – inhibitors of human JMJD2E histone demethylase. JMJD2E catalytic domain, FDH-coupled NADH fluorescence (FDH is formaldehyde dehydrogenase). B2RXH2. AID 2147. Potency, µM (highest dose often 57.1 µM), without a hit: at the top dose activity change, negative = inhibition, actives largely listed as inhibitors. 1.6% of 230,000 active; active = well fitted inhibition curve with a large enough effect, not every such curve was filed as active; inconclusive = small, poorly fitted or top-dose-only effect, or another doubt; inactive = no such curve, though single readings can be large or run the other way;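 note: 0% = wells with enzyme and -100% = buffer wells without enzyme; nearly all actives have a fitted effect of over 50% in size; many of its hits are not listed in these tables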
# Target sequence (B2RXH2 1-337 limits assumed): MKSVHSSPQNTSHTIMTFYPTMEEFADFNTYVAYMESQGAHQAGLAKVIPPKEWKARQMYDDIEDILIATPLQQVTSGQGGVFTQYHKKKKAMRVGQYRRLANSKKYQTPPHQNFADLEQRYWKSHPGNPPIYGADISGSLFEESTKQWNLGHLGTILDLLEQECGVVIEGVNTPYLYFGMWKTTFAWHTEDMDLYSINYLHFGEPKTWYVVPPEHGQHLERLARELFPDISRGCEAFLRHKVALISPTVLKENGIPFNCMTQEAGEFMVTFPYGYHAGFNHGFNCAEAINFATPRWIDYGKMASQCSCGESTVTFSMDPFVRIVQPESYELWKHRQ
# Tau ThT inhib – inhibitors of human tau fibril formation, thioflavin T binding | P10636 | recombinant tau K18 P301L, heparin-induced fibrillization, ThT fluorescence | Potency, µM (top dose mostly 57.4 µM), for inactives: top-dose activity, negative = inhibition, actives largely listed as inhibitors | 2.1% of 270,000 active | AID 1460; note: % is set by controls: 0 for no effect and ±100 for the full control effect; nearly all actives have a fitted effect of over 55% in size
#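 Fibril formation assay: tau K18 P301L at 15 uM with trace Alexa 594 label, heparin inducer 20 uM, pH 7 sodium acetate buffer, 37 C for 6 hr; endpoint ThT signal.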
# HTT ATP protect – Huntington cell model cytoprotection by ATP luminescence; Potency, µM (doses to about 56.4 µM), without a hit: cytoprotection (ATP increase), usual class: activators; 0.14% of 230,000 active; PC12 HTT-Q103 induced, cytoprotection, ATP luminescence, 40 h;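 note: % of control where 0% means no effect; nearly all actives have a fitted effect of over 45% in size; toxic huntingtin expression switched on by the ecdysone agonist tebufenozide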
#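 PC12 cells stably carrying ecdysone-inducible Htt exon 1 (Q103)–GFP were induced with 100 nM tebufenozide (final) alongside library compounds in a dose series. Cytoprotection was scored as retained ATP by ATPlite luminescence.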
# ALDH1A1 block – inhibitors of human aldehyde dehydrogenase 1A1; P00352; Purified ALDH1A1, NADH fluorescence, propionaldehyde substrate; Potency, µM (highest dose often 75.3 µM), without a hit: at the top dose activity, negative = inhibition, most hits filed as inhibitors; 7.3% of 220,000 active; AID 1030; active = well fitted inhibition curve with a large enough effect, not every such curve was filed as active; inconclusive = small, poorly fitted or top-dose-only effect, or another doubt; inactive = no such curve, though single readings can be large or run the other way;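 note: plate controls were no enzyme wells and a reference inhibitor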
# Target sequence (P00352 whole entry, looked up): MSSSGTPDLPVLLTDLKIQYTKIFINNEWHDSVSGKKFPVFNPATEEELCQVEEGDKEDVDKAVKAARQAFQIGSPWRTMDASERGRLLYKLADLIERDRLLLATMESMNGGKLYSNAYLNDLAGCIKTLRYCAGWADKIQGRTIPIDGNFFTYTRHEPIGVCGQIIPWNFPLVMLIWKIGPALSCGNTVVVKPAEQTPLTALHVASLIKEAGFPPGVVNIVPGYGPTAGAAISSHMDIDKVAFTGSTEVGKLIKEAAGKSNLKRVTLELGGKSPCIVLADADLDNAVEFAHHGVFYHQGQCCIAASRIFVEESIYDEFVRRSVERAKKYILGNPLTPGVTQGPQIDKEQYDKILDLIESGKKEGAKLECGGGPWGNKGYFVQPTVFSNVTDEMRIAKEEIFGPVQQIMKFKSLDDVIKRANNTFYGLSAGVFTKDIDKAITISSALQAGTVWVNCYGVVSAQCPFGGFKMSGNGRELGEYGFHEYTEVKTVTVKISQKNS
# * hit, by the source's call; ? = inconclusive; . = no result given; [ ] = dose if it differs, or a comment. Unless noted, calls come from the whole dose curve; as a rule, active = well fitted curve in the direction sought with a large enough effect; inconclusive = small, poorly fitted or top-dose-only effect, or another doubt; inactive = no such curve, though single readings can be large; an effect the other way counts as inactive or inconclusive. Potency is the fitted concentration of half-maximal effect. An excerpt, so the mix of outcomes need not match the whole.
# Start of the listing, in advance (7 entries):
structure	HttQ103 aggreg	Tau fibril FP	SMN2 splice up	Tau fluor counter	JMJD2E inh	Tau ThT inhib	HTT ATP protect	ALDH1A1 block
O=C1[C@@H]2C(Cc3ccc(O)cc3)NC3(C(=O)Nc4ccc(F)cc43)[C@@H]2C(=O)N1c1ccc(F)cc1 (stereo partly specified)	23.3%	12.1%	13.0%	-6.8%	4.7%	-7.9%	7.6%[0.074 µM]	-10.4%
O=C(c1ccccc1-c1nc(-c2ccccc2Cl)no1)N1CCOCC1	-9.4%[9.22 µM]	-2.3%	.	-11.4%	6.4%	-14.7%	11.8%[10 µM]	-7.2%
CC(C)c1ccc(NC(=O)Cn2cc(S(=O)(=O)N3CCN(c4ccccc4F)CC3)c3ccccc3c2=O)cc1	.	?	-3.9%	-14.2%	.	-2.0%	.	.
Cc1cccc(N2C(=O)SC(SC(=Nc3ccccc3)Nc3ccccc3)C2=O)c1 (stereo unspecified)	21.5%	-9.2%	17.0%	-26.5%	-6.2%	?	3.0%[10 µM]	15.8µM*
O=C(N1CCOCC1)N1CCN(c2nc(-c3ccc(F)cc3)cs2)CC1	?	12.5%	-0.5%	-13.1%	10.8%	-20.5%	-45.7%[inhibitor]	2.9%
CCCn1c(O)c(/C=C2\C=NN=C2c2ccccc2)sc1=S	-15.7%	17.8µM*	-7.4%	?	-2.6%	-12.8%	-12.1%	-3.5%
N#Cc1cnn2c1nc(N1CCOCC1)c1ccccc12	?	-7.9%	-6.8%	-2.7%	4.2%	-6.0%	-16.3%	-11.0%

# This part in full (from the top)
structure	HttQ103 aggreg	Tau fibril FP	SMN2 splice up	Tau fluor counter	JMJD2E inh	Tau ThT inhib	HTT ATP protect	ALDH1A1 block
O=C1[C@@H]2C(Cc3ccc(O)cc3)NC3(C(=O)Nc4ccc(F)cc43)[C@@H]2C(=O)N1c1ccc(F)cc1 (stereo partly specified)	23.3%	12.1%	13.0%	-6.8%	4.7%	-7.9%	7.6%[0.074 µM]	-10.4%
O=C(c1ccccc1-c1nc(-c2ccccc2Cl)no1)N1CCOCC1	-9.4%[9.22 µM]	-2.3%	.	-11.4%	6.4%	-14.7%	11.8%[10 µM]	-7.2%
CC(C)c1ccc(NC(=O)Cn2cc(S(=O)(=O)N3CCN(c4ccccc4F)CC3)c3ccccc3c2=O)cc1	.	?	-3.9%	-14.2%	.	-2.0%	.	.
Cc1cccc(N2C(=O)SC(SC(=Nc3ccccc3)Nc3ccccc3)C2=O)c1 (stereo unspecified)	21.5%	-9.2%	17.0%	-26.5%	-6.2%	?	3.0%[10 µM]	15.8µM*
O=C(N1CCOCC1)N1CCN(c2nc(-c3ccc(F)cc3)cs2)CC1	?	12.5%	-0.5%	-13.1%	10.8%	-20.5%	-45.7%[inhibitor]	2.9%
CCCn1c(O)c(/C=C2\C=NN=C2c2ccccc2)sc1=S	-15.7%	17.8µM*	-7.4%	?	-2.6%	-12.8%	-12.1%	-3.5%
N#Cc1cnn2c1nc(N1CCOCC1)c1ccccc12	?	-7.9%	-6.8%	-2.7%	4.2%	-6.0%	-16.3%	-11.0%
Cc1ccccc1NC(=O)c1ccc(CSc2ncccn2)cc1	-8.2%	-7.4%	-4.9%	-12.4%	10.4%	?	-19.8%	-1.9%
CC(C)N(CCc1ccncc1)C(=S)Nc1ccc(F)c(Cl)c1	-12.4%	-7.2%	.	-17.8%	-1.5%	8.3%	3.9%	1.4%
CC1CCN(S(=O)(=O)c2ccc3c(c2)oc(=O)n3CC(=O)N2CCc3ccccc3C2)CC1	6.3%	-1.8%	-2.5%	-8.3%	-1.7%	-6.6%	-2.4%	-1.2%
CC1CCC2C(=O)N(c3ccc(Cc4ccncc4)cc3)C(=O)C2C1 (stereo unspecified)	-15.2%[9.22 µM]	6.8%	.	-2.4%	-0.5%	-1.3%	9.3%[10 µM]	4.7%
COc1ccccc1CNC(=O)c1cccc(N(C)C)c1	-5.9%	7.2%	-12.4%	-15.2%	-6.3%	-21.0%	-11.0%	-13.5%
O=C([C@H](Cc1ccc(O)cc1)n1cc(CCO)nn1)N1CCNCC1	-7.7%[9.22 µM]	-7.1%	.	-0.2%	2.4%	5.6%	9.3%[10 µM]	0.8%
CSc1ccc(Cn2nnc(C(=O)NCc3ccccc3)c2N)cc1	-7.1%	-7.5%	-7.3%	1.0%	-0.9%	-8.5%	17.9%[10 µM]	2.0%
CCCOC(=O)Nc1nc(-c2ccc(C)cc2)c(C)s1	-12.5%	3.0%	5.3%	-3.4%	-6.5%	-5.2%	-41.8%[inhibitor]	?
COc1ccc(NS(=O)(=O)c2cc(NC(=O)C3CCCO3)ccc2N2CCCCC2)cc1 (stereo unspecified)	-5.6%	-3.7%	.	?	?	-12.2%	-52.0%[inhibitor]	?
O=C(/C=C/c1ccccc1)c1ccccc1	-11.8%	16.0%	-29.6%	5.7%	-2.2%	?	.	-12.7%
Cc1cc(S(=O)(=O)N(Cc2ccccc2)Cc2ccc(N(C)C)cc2)ccc1-n1cnnn1	10.6%	15.3%	-5.6%	?	4.3%	-8.1%	0.5%[10 µM]	?
COc1ccc(C(=O)OCC(=O)NCCN2C(=O)CSC2=O)cc1	7.6%	-3.8%	5.7%	-3.9%	7.0%	-6.1%	-5.4%	8.5%
C/C(=C/C(=O)NCc1ccccc1)C(=O)O	22.3%	-3.0%	-7.3%	-0.3%	-2.2%	-5.3%	5.5%	4.4%
O=[N+]([O-])c1cccc(-c2csc(N/N=C/c3cccc(O)c3)n2)c1	?	-4.6%	9.7%	7.94µM*[quencher]	-1.9%	6.31µM*	-57.5%[inhibitor]	-3.7%
CS(=O)(=O)N1CCc2cc(C(=O)Nc3ccc(C(F)(F)F)cc3)ccc21	.	?	-65.5%[inhibitor]	-16.2%	.	4.1%	.	.
Oc1ccc(C2C(c3ccccc3)=NN=C(c3ccccc3F)N2O)c(O)c1 (stereo unspecified)	-15.4%	0.4%	0.0%	-8.7%	2.4%	-5.3%	.	8.91µM*
Cc1ccc2[nH]c(=O)c3cc(C(=O)NCC4CCCO4)sc3c2c1 (stereo unspecified)	-15.1%	-3.3%	.	-14.4%	?	-8.3%	-31.6%[inhibitor]	?
Cc1ccc(S(=O)(=O)N(CC(=O)NCCC2=CCCCC2)Cc2ccccc2)cc1	?	10.1%	-21.5%	-6.5%	5.0%	?	-53.5%[inhibitor]	-12.9%
COc1ccc(Br)cc1C(=O)Nc1ccc(-c2nc3ncccc3o2)cc1C	.	0.8%	-10.0%	-2.3%	.	-14.9%	.	.
CCO[C@@H]1OC(C(=O)N2CCN(Cc3ccccc3)CC2)=C[C@H](c2ccccc2)[C@H]1CCCO	16.6%[9.22 µM]	9.2%	.	3.5%	1.8%	-2.0%	36.2%[10 µM]	?
Nn1c(SCC(=O)Nc2ccc(F)cc2F)nnc1-c1cccnc1	-2.1%	1.6%	.	-13.4%	-5.5%	-11.2%	-15.8%[0.074 µM]	?
O=S(=O)(NC1CC1)c1ccc2c3c(cccc13)CC2	6.6%	3.5%	6.4%	5.8%	?	4.9%	.	-5.3%
OCc1ncccc1O	-15.0%[9.22 µM]	6.8%	.	8.0%	-0.4%	5.9%	-0.2%[10 µM]	?
CCOC(=O)N1CCN(C(=O)CS(=O)(=O)c2cn(Cc3ccc(Cl)cc3)c3ccccc23)CC1	-17.6%	3.4%	-61.1%[inhibitor]	-3.7%	-8.6%	?	2.8%[10 µM]	?
Cc1ccc(C(=O)CSc2ncnc3sc4c(c23)CCC(C)C4)cc1 (stereo unspecified)	-8.3%	0.5%	-1.4%	-1.9%	-7.1%	-8.2%	22.8%[10 µM]	-12.7%
CC(C(=O)O)n1c(-c2ccn[nH]2)n[nH]c1=S (stereo unspecified)	-4.4%[9.22 µM]	?	.	-9.5%	-14.1%	-16.0%	-1.6%[10 µM]	-2.9%
Cc1sc2c(c1C)c(=O)n(Cc1ccccc1)c(=O)n2CC(=O)N(C)c1ccccc1	.	-2.3%	9.1%	-11.0%	.	-5.2%	.	.
Cn1nc(-c2ccc(C(=O)N3CCN(CCO)CC3)cc2)c2ccccc2c1=O	8.1%	3.9%	-1.3%	-3.7%	0.5%	-12.1%	1.7%	-4.1%
COc1ccc(Cl)cc1-c1nc(N)nc(NC2CCCCC2)n1	3.3%	2.1%	-8.4%	-4.0%	2.8%	1.9%	.	6.4%
Cc1ccc(CNC(=O)c2ccccc2NS(C)(=O)=O)cc1	-2.7%	0.7%	10.9%	5.2%	?	13.2%	15.1%[10 µM]	?
Cc1ccc(Cl)cc1NC(=O)CN(C)S(=O)(=O)c1ccc2c(c1)n(C)c(=O)c(=O)n2C	.	-3.0%	1.1%	-1.2%	.	-15.3%	.	.
COc1ccc2[nH]c(O)c(N=O)c2c1	5.5%	-7.4%	2.6%	-3.9%	-10.3%	-11.8%	40.8%[10 µM]	-6.3%
S=C(c1ccc(-c2ccc(Br)cc2)o1)N1CCOCC1	9.6%[9.22 µM]	-5.1%	.	-25.3%	0.3%	.	-5.2%[10 µM]	.
Clc1nc2c(ccc3ccccc32)[nH]1	4.9%[9.22 µM]	0.5%	.	-10.9%	6.1%	-8.5%	6.9%[10 µM]	.
O=C(Nc1ccccc1Cl)c1cccc(NS(=O)(=O)c2ccccc2)c1	-5.4%	-8.9%	-12.4%	-20.7%	1.0%	-7.6%	5.8%	16.7%
COc1cc([N+](=O)[O-])cc2cc(C(=O)N3CCN=C3c3ccccc3)c(=O)oc12	-15.6%	3.3%	-15.8%	?	2.9%	?	-15.7%	8.0%
Cc1cc(C)c(OCC(=O)Nc2cccc(NC(=O)c3ccco3)c2)c(Br)c1	-9.8%[9.22 µM]	?	-12.2%	?	?	-12.2%	-4.8%	4.3%
CC(=O)c1c(C)n(-c2ccc(C)cc2)c2ccc(OC(=O)COc3ccccc3)cc12	.	-2.0%	-8.6%	-12.6%	.	?	.	.
